NOD1 NF-kB reporter = NOD1 signaling inhibitors, primary screen, cell-based, luminescence, uHTS (AID 1578); NOD1-driven NF-kB luciferase reporter cells, luminescence; higher % means a stronger effect; inhibition, % at 4 µM, or EC50 in µM where a hit was titrated; hit rate 1% among 290,000; in the data active means inhibition mostly above about 36%, no sharp cut-off; inactive means mostly below about 34%;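 further: HEK-293T reporter cells stimulated with the NOD1 agonist gamma-tri-DAP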
HIV fusion peptide = inhibitors of HIV fusion peptide binding, primary screen, biochemical, uHTS, fluorescence dequenching (AID 1986) | hit rate 0.3% among 290,000 | inhibition, % at 20 µM, or IC50 in µM where a hit was titrated | cell-free peptide binding, fluorescence dequenching, 30 min; higher % means a stronger effect; in the data active means inhibition mostly above about 52%, no sharp cut-off; inactive means mostly below about 76%; further: some results filed as inactive read as strong as hits
LYP phosphatase = inhibitors of LYP phosphatase, biochemical, fluorescence intensity, uHTS (AID 1779) | hit rate 0.054% among 290,000 | one-dose inhibition, % at 11.5 µM; IC50 in µM for titrated hits | recombinant LYP phosphatase, fluorescence intensity; higher % means a stronger effect;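 further: plate controls were vehicle with enzyme for no effect and no enzyme for full effect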
Salmonella PhoP GFP = inhibitors of PhoP regulon expression, primary screen, Salmonella Typhimurium, GFP reporter (AID 1863); S. Typhimurium PhoP-regulated promoter GFP reporter, 4 h; higher % means a stronger effect; inhibition, % at 50 µM; hits with a dose series show IC50 in µM; hit rate 0.16% among 300,000;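 active means inhibition over 29.93%, a cutoff 3 SD above the screen mean, later confirmed by dose response; inconclusive means inhibition over 29.93% but no dose response follow-up; inactive means inhibition at most 29.93% or unconfirmed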;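 further: 0% = low Mg2+ inducing control and 100% = high Mg2+ repressing control; strong numbers were not always called active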
Myeloid diff MLP = induction of myeloid progenitor differentiation, primary screen, cell-based, flow cytometry, MLPCN library. ER-HoxA9 myeloid progenitors, lysozyme-GFP differentiation. calls only at 10 µM. hit rate 1% among 360,000;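 active means normalized GFP-positive differentiation at or above the plate's own cutoff, the solvent-only control mean plus 3 SD; inconclusive means no clear call, values can overlap the other calls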;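 further: cells exposed to compound for four days before flow analysis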
KOR beta-arrestin-1 = KOR antagonists, beta-arrestin recruitment, cell-based, luminescence, uHTS (AID 1778) | Kappa-type opioid receptor (Homo sapiens) | KOR beta-arrestin recruitment, luminescence, antagonist mode; higher % means a stronger effect | inhibition, % at 10 µM, or IC50 in µM where a hit was titrated | hit rate 0.091% among 290,000; further: strong numbers were not always called active
Siah-1 displacement = Siah-1 peptide-binding antagonists, primary screen, biochemical, fluorescence polarization, rhodamine-plectin, uHTS (AID 1817) | Siah-1 / rhodamine-plectin peptide fluorescence polarization; higher % means a stronger effect | one-dose displacement, % at 20 µM; IC50 in µM for titrated hits | hit rate 0.02% among 290,000 | E3 ubiquitin-protein ligase SIAH1 (Homo sapiens);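 active means displacement of at least 50% at 20 µM, with a fluorescence ratio check between 0.3 and a set limit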;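 further: plate controls were Siah plus tracer with DMSO for no effect and tracer alone without Siah for full effect; strong numbers were not always called active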
HEK293 NOD2/NF-kB = NOD2 signaling inhibitors, cell-based, luminescence, uHTS, HEK293 (AID 1566); inhibition, % at 4 µM; hits with a dose series show EC50 in µM; HEK293 NOD2/NF-kB luciferase reporter, luminescence; higher % means a stronger effect; hit rate 0.63% among 290,000; further: many of its hits are not listed in these tables
KOR beta-arrestin-2 = KOR agonists, beta-arrestin recruitment, primary screen, cell-based, luminescence, uHTS (AID 1777). KOR beta-arrestin recruitment, luminescence; higher % means a stronger effect. activation, % at 10 µM, or EC50 in µM where a hit was titrated. hit rate 0.02% among 280,000; in the data active means activation above about 50%, passing the limit was not always enough; further: a part of the inactive calls stands beside numbers as strong as those of hits
Myeloid diff MLP GFP+ MAC1+ % = further read-out of Myeloid diff MLP, marked with its call; GFP+ MAC1+ double positive, %; measured here: differentiation confirmed by MAC1 staining
* hit, by the source's call; i = inactive; ? = inconclusive; / = not tested or not shown; + = active, no number; [ ] = remark or other dose. Unless noted, no stated cut-off is given here; in the data, active means inhibition above about 50%; inactive means the rest.

canonical_smiles | NOD1 NF-kB reporter | HIV fusion peptide | LYP phosphatase | Salmonella PhoP GFP | Myeloid diff MLP | Myeloid diff MLP GFP+ MAC1+ % | KOR beta-arrestin-1 | Siah-1 displacement | HEK293 NOD2/NF-kB | KOR beta-arrestin-2
O=C(NCc1ccco1)Nc1ccc(Br)cc1Cl | -28.1% | -0.5% | -2.4% | 13.6% | i | 9.9 | -52.5% | -1.4% | -40.2% | 4.6%
CC(=O)Nc1ccc(N2S(=O)(=O)c3ccccc3S2(=O)=O)cc1 | -20.3% | 1.4% | 0.8% | -8.7% | i | 2.0 | -16.4% | 1.7% | 7.6% | 0.0%
COc1ccc(/C=N/NC(=O)c2csc(-n3nc(C)cc3C(F)(F)F)n2)cc1 | 11.4% | -0.1% | -2.9% | 7.3% | i | 1.1 | 11.8% | -1.2% | 16.5% | 14.9%
CC(C)[C@H](NC(=O)N1CC(=O)Nc2ccccc21)C(=O)N[C@@H](Cc1c[nH]c2ccccc12)C(=O)O | -24.0% | -0.1% | -8.3% | / | i | 2.6 | -66.8%[20 µM] | 2.7% | -3.6% | -2.9%
COc1cccc(NC(=O)CCS(=O)(=O)c2cc3c(cc2Cl)NC(=O)CO3)c1 | -19.0% | 1.0% | -11.9% | -4.1% | i | 2.5 | -46.6% | -2.7% | -0.6% | 7.9%
CCOc1nnnc2c1sc1nc(N3CCOCC3)c3c(c12)CCCC3 | 1.8% | -0.6% | 0.5% | -2.1% | i | 0.7 | 0.7% | -2.0% | 30.2% | -5.7%
COc1nc(NC2CCCCC2)nc(N2CCCCCC2)n1 | -21.1% | -2.4% | 1.2% | -2.9% | i | 1.0 | 0.2% | -1.6% | 15.4% | -4.2%
NC(=O)NC(=O)COC(=O)c1cccc(S(=O)(=O)N2CCCCCC2)c1 | -1.7% | 0.4% | -4.5% | / | i | 0.2 | -1.2% | 5.5% | 13.1% | 3.0%
O=C(N/N=C1/CCCc2ccccc21)c1cc([N+](=O)[O-])cc([N+](=O)[O-])c1 | -83.6% | 0.4% | -6.0% | -3.0% | / | / | -8.7% | 6.9% | -7.3% | -1.3%
O=C(CSc1ccsc1[N+](=O)[O-])NCc1ccco1 | -35.8% | 3.3% | 0.5% | 5.2% | i | 0.1 | -40.4% | 3.5% | -23.7% | 0.6%
CCSc1ncnc2c1sc1nc(-c3ccco3)c3c(c12)CC(C)(C)OC3 | -9.1% | 1.8% | 6.8% | -2.7% | / | / | -15.0% | -1.3% | 12.2% | 3.1%
Cc1sc2nc(-c3cccnc3)[nH]c(=O)c2c1-c1ccccc1 | -41.5% | 1.4% | 5.4% | -2.9% | i | 0.5 | -21.2% | -0.7% | -26.9% | -0.4%
CCn1cc(C(=O)OC(C)C(=O)Nc2c(C)n(C)n(-c3ccccc3)c2=O)c(=O)c2ccc(C)nc21 (stereo not drawn) | -15.0% | -1.1% | 4.7% | -2.6% | i | 0.8 | -22.3% | -6.2% | 6.5% | 6.1%
CN(CC(=O)Nc1ccc(S(=O)(=O)N(C)C)cc1)Cc1ccc(C(F)(F)F)cc1 | -20.1% | -0.6% | -6.7% | -3.2% | i | 0.6 | -6.6% | 4.7% | 21.5% | -3.2%
Cc1ccc2c(c1)N(C(C)C(=O)NCCc1ccccc1)C(=O)CO2 (stereo not drawn) | -12.1% | -0.5% | -6.1% | -3.0% | i | 1.1 | -6.2% | 0.1% | -9.7% | -5.9%
C#CCSc1nnc(-c2c[nH]c3ccccc23)n1C | -40.9% | -2.3% | 2.7% | 6.5% | + | 0.7* | 22.1% | 1.6% | -1.0% | -0.9%
COc1ccc(OCC(=O)NCc2ccc(Cl)cc2)cc1 | -19.6% | 0.9% | -9.7% | 10.2% | i | 0.5 | -25.1%[20 µM] | -4.0% | 5.2% | 0.7%
COC(=O)c1ccc(CN(C)S(=O)(=O)c2cccs2)cc1 | -32.3% | -0.2% | -10.8% | 3.9% | i | 0.4 | -34.1% | 5.1% | -13.2% | 10.7%
Cc1cc(Cl)ccc1OC(C)C(=O)Nc1cnn(CCCC(=O)O)c1 (stereo not drawn) | 5.4% | 4.3% | 8.9% | -8.3% | i | 0.6 | -13.7% | 2.0% | 2.6% | 5.5%
N/C(=N\NC(=O)c1ccccc1)c1cc2ccccc2oc1=O | -41.7% | -1.8% | -2.0% | -3.0% | i | 0.2 | 6.0% | 3.2% | 9.5% | -5.2%

Reprinted from the part before: 4 compounds, then new ones.
canonical_smiles | NOD1 NF-kB reporter | HIV fusion peptide | LYP phosphatase | Salmonella PhoP GFP | Myeloid diff MLP | Myeloid diff MLP GFP+ MAC1+ % | KOR beta-arrestin-1 | Siah-1 displacement | HEK293 NOD2/NF-kB | KOR beta-arrestin-2
COc1ccc(OCC(=O)NCc2ccc(Cl)cc2)cc1 | -19.6% | 0.9% | -9.7% | 10.2% | i | 0.5 | -25.1%[20 µM] | -4.0% | 5.2% | 0.7%
COC(=O)c1ccc(CN(C)S(=O)(=O)c2cccs2)cc1 | -32.3% | -0.2% | -10.8% | 3.9% | i | 0.4 | -34.1% | 5.1% | -13.2% | 10.7%
Cc1cc(Cl)ccc1OC(C)C(=O)Nc1cnn(CCCC(=O)O)c1 (stereo not drawn) | 5.4% | 4.3% | 8.9% | -8.3% | i | 0.6 | -13.7% | 2.0% | 2.6% | 5.5%
N/C(=N\NC(=O)c1ccccc1)c1cc2ccccc2oc1=O | -41.7% | -1.8% | -2.0% | -3.0% | i | 0.2 | 6.0% | 3.2% | 9.5% | -5.2%
CCCN(CCC)CCNC(=O)c1cc2c(-c3ccc(Cl)cc3)nn(C)c2s1 | -5.6% | 0.0% | -6.3% | / | ? | / | 7.3% | -2.3% | 16.2% | -8.6%
Cc1nn(C)c(Oc2cccc(C(F)(F)F)c2)c1C=O | -23.6% | 0.3% | -0.8% | 6.9% | i | 0.2 | 32.8% | -3.5% | 5.0% | 1.2%
COc1ccc(-c2nc(CSCC(=O)NC3CCCc4ccccc43)c(C)o2)cc1 (stereo not drawn) | 6.6% | -2.5% | -1.9% | 25.5% | i | 1.1 | 12.2% | 1.7% | 15.6% | -7.3%
O=C(NC1CCCCC1)C1CCCN(S(=O)(=O)c2ccc(Br)s2)C1 (stereo not drawn) | -7.9% | 1.6% | -0.6% | -7.1% | i | 1.1 | -26.1% | 0.3% | 6.8% | 3.6%
O=C(NCCN1CCOCC1)c1ccc(N2CCCC2)c([N+](=O)[O-])c1 | -26.9% | -0.8% | -4.5% | 4.1% | i | 1.1 | -47.5% | -2.4% | 8.7% | 9.4%
CCCS(=O)(=O)NCCc1csc(-c2ccc(OC)c(OC)c2)n1 | -9.7% | -1.7% | -3.2% | 1.6% | i | 0.1 | 22.2% | 12.0% | 19.6% | 2.8%
CCN(CC)c1nc(N)nc(NS(=O)(=O)c2ccc(Cl)cc2)n1 | 10.5% | -1.9% | -3.6% | 10.4% | i | 2.0 | 2.0% | -0.7% | 3.8% | -3.2%
O=C1C2C3C=CC(CC3)C2C(=O)N1c1ccc(Cl)cc1 (stereo not drawn) | -1.0% | -0.4% | -7.5% | -5.1% | i | 0.5 | -34.5%[20 µM] | -0.5% | 8.2% | -1.9%
CCCSc1nnc(NC(=O)Nc2ccc(F)cc2)s1 | 48.6% | -0.2% | -0.5% | -2.1% | i | 0.7 | -20.9% | -3.3% | 18.3% | -4.5%
COc1ccc(C2Nc3ccccc3C(=O)N2c2ccc(C)cc2)cc1Cn1cc([N+](=O)[O-])cn1 (stereo not drawn) | 23.2% | -1.5% | -6.6% | -0.7% | i | 5.6 | -28.4% | 1.2% | -98.3% | 3.5%
CCN1CC2([N+](=O)[O-])C=CC(=O)C([N+](=O)[O-])(C1)C2CC(=O)c1ccccc1 (stereo not drawn) | -9.0% | 3.2% | -6.5% | 13.2% | i | 1.1 | -28.8% | 0.5% | 18.0% | 5.1%
CCOc1ncccc1C(=O)Nc1ccc(F)cc1 | -33.2% | 1.1% | 3.8% | -5.3% | i | 0.5 | -22.2% | 3.0% | 4.5% | -3.5%
CN(Cc1ccccc1)C(=O)c1nc2ccccn2c1CNCCOc1cccnc1 | -4.9% | -0.4% | -9.0% | / | i | 0.5 | 4.4% | 1.9% | 16.4% | 0.5%
COCCN(C(=O)COC(=O)CCC(=O)c1ccc(Cl)cc1)c1c(N)n(Cc2ccccc2)c(=O)[nH]c1=O | -25.1% | 3.9% | -10.1% | -2.9% | i | 1.7 | -4.1% | -0.8% | 6.9% | -1.3%
COc1ccc(S(=O)(=O)Nc2ccccc2Cl)cc1NC(C)=O | 4.0% | 0.1% | -9.0% | -1.1% | i | 0.7 | -30.1% | -2.3% | 18.3% | 5.1%
CSc1ncccc1C(=O)OCC(=O)Nc1cc(C(F)(F)F)ccc1N1CCOCC1 | -10.2% | -0.5% | -3.2% | -3.4% | i | 2.2 | -14.8% | -1.7% | 5.7% | 1.6%
CCOC(=O)COc1c(Cl)cc(C2NC(=S)NC(c3ccccc3)=C2C(C)=O)cc1OC (stereo not drawn) | -4.3% | -2.4% | -1.3% | -8.2% | i | 0.3 | 3.5% | 3.0% | 11.7% | 3.5%
c1ccc(Oc2nc(-c3ccccn3)nc3ccccc23)cc1 | -5.7% | 0.9% | -1.4% | 2.0% | i | 0.2 | -1.0% | 0.9% | 2.2% | 3.1%
O=C(Nc1cccc(O)c1)c1ccc(NC(=O)C2CCCO2)cc1 (stereo not drawn) | -10.2% | 1.4% | -10.0% | 9.3% | i | 1.9 | -1.0% | -8.7% | -26.0% | -0.2%
CCC(C)c1ccc(NC(=S)N2CCN(S(C)(=O)=O)CC2)cc1 (stereo not drawn) | -2.7% | -1.2% | -13.9% | -3.6% | i | 1.4 | 22.7% | -1.7% | 11.6% | -2.2%
CCc1c(C)[nH]n(-c2ccc(Oc3ccccc3)c(S(=O)(=O)O)c2)c1=O | 36.5% | 19.4% | 9.3% | -2.7% | i | 0.9 | -17.3% | -1.9% | 14.6% | 3.6%
CCOCC(=O)Nc1cc(C(=O)OC)ccc1C(=O)OC | 1.6% | 1.2% | -6.2% | 0.2% | i | 0.8 | -73.8% | -5.4% | -15.8% | 4.7%
Cc1cc(NC(=O)c2ccc3c(c2)OCCO3)ccc1NC(=O)c1cc2ccccc2o1 | -63.0% | 0.2% | -2.1% | -3.4% | i | 0.4 | -14.8%[20 µM] | 5.0% | -51.6% | -0.8%
Cc1nc(NC(=O)CSc2nnc(C3CC3)n2C)sc1C | -22.4% | 0.5% | -9.0% | -2.1% | i | 0.5 | -6.6% | 11.5% | 3.9% | -2.1%
COc1cc(OC)c(C(=O)O/N=C(\N)c2ccccc2)cc1OC | -2.8% | -1.8% | -6.8% | 1.7% | i | 0.4 | -3.4% | 1.9% | 4.4% | -0.1%
C=CCOc1ccc2ccccc2c1CNn1cn[nH]c1=S | -30.7% | 1.5% | -4.6% | -2.8% | i | 0.5 | -36.2%[20 µM] | 6.6% | 12.6% | -6.1%
CCN1CCN(C(=O)NCc2ccccc2)CC1 | -6.7% | -1.7% | -8.9% | -3.0% | i | 1.2 | 11.5% | 4.6% | 17.1% | -2.5%

Screening data as filed in PubChem BioAssay.

An excerpt; rates above refer to the full screens.
